Bioassay records as filed in PubChem BioAssay.
BCLXL inh: blocks human Bcl-xL binding to Bim BH3 peptide; inhibition, % at 10.9 µM; AID 2129; GST-Bcl-xL / FITC-Bim BH3 peptide fluorescence polarization; 0.7% of 320,000 active;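 active = inhibition above the mean of all tested compounds plus 3 SD, cutoff set per campaign, cut at about 30% in these data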;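 note: 0% = DMSO wells and 100% = unlabeled Bim-BH3 peptide competitor; inhibitors lower millipolarization by displacing the labeled peptide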
TPT1 inhibitor: C. albicans TPT1 enzyme inhibition | 0.81% of 300,000 active | recombinant caTPT1, FP RNA substrate dephosphorylation | inhibition, % at 5 µM | AID 1962;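 active = inhibition above the mean of all tested compounds plus 3 SD, set per screening campaign, cut at about 24% in these data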;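 note: plate controls were DMSO alone for no effect and ferristatin control at 100 nM for full effect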
PME-1 inh: PME-1 (human) inhibition | Q9Y570 | recombinant PME-1, FP-Rh probe fluorescence polarization | inhibition, % at 5.9 µM | 0.53% of 320,000 active | AID 2130;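 active = inhibition above the campaign mean of all compounds plus 3 SD, cut at about 26% in these data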;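 note: competitive labeling of PME-1 active site by serine hydrolase directed probe; 0% = PME-1 with DMSO and 100% = wells lacking PME-1 enzyme; inhibitors block probe labeling so polarization falls and inhibition rises; many of its hits are not listed in these tables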
Target sequence (Q9Y570 whole entry, looked up): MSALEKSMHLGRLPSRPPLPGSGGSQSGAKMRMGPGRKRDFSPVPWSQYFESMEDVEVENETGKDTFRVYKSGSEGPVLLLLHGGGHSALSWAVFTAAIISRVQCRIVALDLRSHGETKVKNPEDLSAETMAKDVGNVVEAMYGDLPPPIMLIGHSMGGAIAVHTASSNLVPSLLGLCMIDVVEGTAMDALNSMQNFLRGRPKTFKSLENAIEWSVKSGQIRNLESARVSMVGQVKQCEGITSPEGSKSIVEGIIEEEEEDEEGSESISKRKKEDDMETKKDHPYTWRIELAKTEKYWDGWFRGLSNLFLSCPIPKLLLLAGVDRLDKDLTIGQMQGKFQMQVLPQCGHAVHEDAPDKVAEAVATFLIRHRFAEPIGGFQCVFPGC
PAD4 inh: inhibitors of human PAD4 | Q9UM07 | AID 485272 | recombinant PAD4, RCA probe fluorescence polarization | 0.41% of 330,000 active | inhibition, % at 6.36 µM;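 active = percent inhibition above a cutoff equal to the mean of all tested compounds plus 3 SD, cut at about 15% in these data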;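 note: 0% = PAD4 with RCA probe and DMSO and 100% = probe without PAD4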
Fam108B counter: Fam108B inhibition, counter-screen for RBBP9 inhibitors; recombinant Fam108B, FP-Rh probe fluorescence polarization; inhibition, % at 9.51 µM; 0.33% of 300,000 active;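 active = inhibition above the screen mean inhibition plus 3 SD, computed separately per campaign, cut at about 18% in these data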;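 note: inhibitors lower polarization as less probe binds the enzyme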
MEX-5 binding: C. elegans MEX-5 TCR-2 RNA binding activity; Q9XUB2; MEX-5/FITC-TCR2 RNA binding, fluorescence polarization; hits give low values; activity score (negative = inhibition of binding), % at 10 µM; 0.38% of 300,000 active; AID 1832;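 active = inhibition past about -25% in most replicates, and total fluorescence under double the plate's negative control median, limit read from the data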;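 note: 0% = DMSO and -100% = 5 µM competing unlabeled TCR2 RNA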
GLD-1 RNA inh: GLD-1-TGE RNA interaction inhibition (C. elegans); Q17339; inhibition, % at 5.96 µM; 0.44% of 320,000 active; purified GLD-1 + fluorescein TGE RNA, fluorescence polarization;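 active = percent inhibition above a per-plate cutoff, the plate mean of test compounds plus 3 SD, cut at about 30% in these data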;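 note: 0% = DMSO wells with GLD-1 and probe and 100% = wells lacking GLD-1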
Target sequence (Q17339 whole entry, looked up): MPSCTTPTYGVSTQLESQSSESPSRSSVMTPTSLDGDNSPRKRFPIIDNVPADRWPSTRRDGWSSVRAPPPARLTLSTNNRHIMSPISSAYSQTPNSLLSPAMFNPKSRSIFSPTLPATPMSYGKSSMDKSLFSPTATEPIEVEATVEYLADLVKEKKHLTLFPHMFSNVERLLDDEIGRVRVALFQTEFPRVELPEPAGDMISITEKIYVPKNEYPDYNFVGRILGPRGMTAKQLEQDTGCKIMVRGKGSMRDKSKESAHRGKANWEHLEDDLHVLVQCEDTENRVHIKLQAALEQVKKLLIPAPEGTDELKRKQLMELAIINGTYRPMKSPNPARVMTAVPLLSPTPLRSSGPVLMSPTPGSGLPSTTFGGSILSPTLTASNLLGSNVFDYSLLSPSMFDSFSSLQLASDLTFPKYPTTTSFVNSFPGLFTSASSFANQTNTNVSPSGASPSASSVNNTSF
MCL1-BIM inh: MCL1-BIM-BH3 interaction inhibition (human). Q07820. GST-MCL1 / FITC-Bim-BH3 fluorescence polarization. inhibition, % at 10.9 µM. 0.68% of 320,000 active. AID 2057;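 active = inhibition above the mean inhibition of all tested compounds plus 3 SD, set per campaign, cut at about 40% in these data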;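 note: 0% = DMSO wells and 100% = unlabeled Bim-BH3 peptide control; higher means more loss of mP so more displacement of Bim peptide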
GSTO1 counter: GSTO1 inhibition, counter-screen for RBBP9 inhibitors; recombinant GSTO1, activity-based probe fluorescence polarization; inhibition, % at 5.96 µM; 1.1% of 300,000 active; AID 1974;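 active = inhibition above the campaign mean inhibition plus 3 SD, cut at about 35% in these data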;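 note: 0% = GSTO1-1 with DMSO and 100% = wells lacking GSTO1-1 enzyme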
Target sequence (P78417 whole entry, looked up): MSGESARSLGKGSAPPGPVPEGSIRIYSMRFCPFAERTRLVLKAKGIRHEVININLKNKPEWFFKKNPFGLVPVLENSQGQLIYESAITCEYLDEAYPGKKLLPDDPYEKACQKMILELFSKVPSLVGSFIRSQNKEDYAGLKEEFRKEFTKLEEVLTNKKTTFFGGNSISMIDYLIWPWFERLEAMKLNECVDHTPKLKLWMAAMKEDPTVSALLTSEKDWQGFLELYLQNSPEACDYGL
The depositor's hits bear a star; . = no result given. An excerpt, so the mix of outcomes need not match the whole.

smiles	BCLXL inh	TPT1 inhibitor	PME-1 inh	PAD4 inh	Fam108B counter	MEX-5 binding	GLD-1 RNA inh	MCL1-BIM inh	GSTO1 counter
COc1cccc(CN2CCN(Cc3ccccc3C(F)(F)F)CC2)c1	0.2	-1.4	1.5	-1.3	2.8	-1.1	1.6	6.5	-3.8
NC(=O)CSc1nnc(Cn2cnc3ccccc32)o1	9.8	-1.7	3.6	-0.3	1.3	1.5	3.2	7.8	-3.3
C=CCN(CC=C)C(=O)COn1nnc2ccc(S(=O)(=O)N3CCOCC3)cc21	3.4	-0.9	-1.3	4.6	1.9	-0.5	-0.8	2.0	4.0
CC1CCCC(C)N1C(=O)CN1C(=O)C(C)(C)Oc2ccc(C(=O)NC3CCCC3)cc21 (stereo not drawn)	3.0	0.6	3.2	-1.8	-2.1	0.2	1.4	3.9	4.7
O=C(Nc1ccccc1)OCc1cc(-c2ccc(Cl)cc2)on1	-2.6	1.4	-1.2	-6.1	-3.1	-0.8	2.0	-3.0	-1.8
CC(C)(C)/C=N/NC(=O)CNC(=O)c1ccc2c(c1)OCCO2	3.4	-1.1	-0.1	1.4	-3.1	1.6	-0.4	-3.2	3.8
Oc1ccc2ccccc2c1/C=N/n1cnnc1	-0.2	0.2	-3.8	-1.7	-0.2	-3.5	7.4	-3.3	5.8
CO/N=C/C(c1ccc(Cl)nc1)S(=O)(=O)c1ccccc1 (stereo not drawn)	1.0	2.6	-9.1	-1.6	-14.1	0.6	0.0	-1.8	-0.7

Continued.
smiles	BCLXL inh	TPT1 inhibitor	PME-1 inh	PAD4 inh	Fam108B counter	MEX-5 binding	GLD-1 RNA inh	MCL1-BIM inh	GSTO1 counter
CN(Cc1cccs1)C(=O)c1cc(S(=O)(=O)N2CCOCC2)ccc1F	-2.5	.	6.4	1.3	.	.	1.4	-10.6	.
COc1ccc(Br)cc1CN(C)CC(=O)NCCc1ccc(S(N)(=O)=O)cc1	6.6	-3.0	1.4	0.0	-2.8	1.0	-2.0	4.7	2.4
COc1ccc(NC2=NCC(Cc3ccc(Br)cc3)S2)cc1 (stereo not drawn)	-3.9	-0.4	10.6	3.4	3.0	2.6	0.8	1.0	7.2
O=C(Nc1ccccc1C(=O)NCCCN1CCOCC1)c1ccccc1	5.3	-0.4	5.8	-0.2	-4.0	0.8	3.1	8.1	3.4
CCOc1ccc(C(O)(CCC(C)C)C(CN2CCOCC2)c2ccccc2)cc1 (stereo not drawn)	-4.0	-1.9	-0.8	-3.2	-2.0	-1.7	7.3	-3.0	-2.1
O=C(NC1CCN(S(=O)(=O)c2ccc(Cl)cc2)CC1)C1CCCCC1	-0.8	-3.1	-2.8	5.6	0.2	-1.7	3.3	2.1	1.6
O=C(NCCCO)/C(=C\c1cn(-c2ccccc2)nc1-c1cccnc1)NC(=O)c1ccccc1	2.5	-0.1	2.6	-3.3	0.6	0.5	4.2	8.2	1.3
COc1ccc(C2SCCN2S(=O)(=O)c2ccc(F)cc2)cc1OC (stereo not drawn)	2.1	-2.2	2.8	0.9	2.4	-0.3	1.3	8.8	-1.6

Next part
smiles	BCLXL inh	TPT1 inhibitor	PME-1 inh	PAD4 inh	Fam108B counter	MEX-5 binding	GLD-1 RNA inh	MCL1-BIM inh	GSTO1 counter
Cc1ccc(C2C3=C(CC(C)(C)CC3=O)Nc3[nH]c(=S)[nH]c(=O)c32)cc1 (stereo not drawn)	9.7	-0.2	-14.6	6.0	-2.1	-1.2	5.5	3.7	1.1
CCOC(=O)c1cnc(SCc2nc(N)nc(Nc3ccccc3OC)n2)nc1N	0.2	1.7	-6.0	-4.8	-1.4	0.8	-3.7	2.2	2.3
COc1ccccc1NC(=O)Cn1c([N+](=O)[O-])cnc1C	4.1	-2.3	-1.9	3.7	0.0	3.4	1.5	7.1	-5.9
COc1cccc(C(=O)N2CCN(C(=O)Cc3ccccc3)CC2)c1	5.2	-7.5	-0.8	0.0	-1.0	-2.0	3.1	-1.7	-2.6
CCc1ccc(N(CC)C(=O)c2ccc3c(Cl)c4c(nc3c2)CCC4)cc1	9.6	-3.2	3.6	4.3	1.1	2.2	-0.3	1.6	6.0
CCCOc1c(Br)cc(C2C3=C(CCCC3=O)N(C)C3=C2C(=O)CCC3)cc1OC	2.2	0.2	7.7	-0.7	-1.0	-0.8	0.2	0.1	0.5
Cc1nc(C)c(-c2ccn(C(=O)NC(C)C)n2)s1	-1.1	-0.6	0.7	0.3	5.1	3.4	5.9	-2.5	1.1
COc1ccc(C(=O)NCCc2ccccc2)cc1[N+](=O)[O-]	5.5	-0.4	-6.8	-0.4	-7.8	-2.9	-1.9	10.9	5.1

2 entries drawn at random from the list so far:
smiles	BCLXL inh	TPT1 inhibitor	PME-1 inh	PAD4 inh	Fam108B counter	MEX-5 binding	GLD-1 RNA inh	MCL1-BIM inh	GSTO1 counter
CCc1ccc(N(CC)C(=O)c2ccc3c(Cl)c4c(nc3c2)CCC4)cc1	9.6	-3.2	3.6	4.3	1.1	2.2	-0.3	1.6	6.0
COc1ccccc1NC(=O)Cn1c([N+](=O)[O-])cnc1C	4.1	-2.3	-1.9	3.7	0.0	3.4	1.5	7.1	-5.9

Later entries
smiles	BCLXL inh	TPT1 inhibitor	PME-1 inh	PAD4 inh	Fam108B counter	MEX-5 binding	GLD-1 RNA inh	MCL1-BIM inh	GSTO1 counter
COc1ccc(S(=O)(=O)NCCC(=O)N2CCCC2)cc1N(C)S(C)(=O)=O	0.1	-2.1	-2.5	3.8	-0.2	0.2	2.2	-1.8	3.3
CCOC(=O)CSc1nc(NCc2ccco2)c2ccccc2n1	3.0	6.2	1.3	1.6	3.5	1.9	7.3	3.0	7.0
Cc1ccc(-n2c(C)cc(C3N=C(N)Nc4nc5ccccc5n43)c2C)c(C)c1 (stereo not drawn)	5.7	0.6	-27.0	1.3	2.1	1.2	5.7	6.4	3.3
O=[N+]([O-])c1cc(/C=N/N2CCN(C3c4ccccc4-c4ccccc43)CC2)ccc1Cl	-7.6	-1.4	-5.9	2.6	-5.0	0.6	-2.0	-16.0	3.2
CN(CC(=O)Nc1cccc(F)c1)C(=O)c1ccccc1Sc1ccccc1C#N	2.7	.	9.9	5.2	.	.	4.3	7.7	.
COc1ccc(S(=O)(=O)Nc2ccc(S(=O)(=O)Nc3nccs3)cc2)cc1	2.9	-0.5	-4.4	2.0	4.2	-3.2	6.2	7.8	9.3
C[n+]1ccccc1/C=C1\Sc2ccccc2N1CCO	-16.4	2.1	-3.6	5.3	2.2	2.5	-153.8	-21.0	10.7
O=c1c2c3c(sc2nc2n1CCC2)CCCCC3	4.6	0.4	0.8	0.7	-1.6	0.3	0.9	-1.9	7.4

Next part:
smiles	BCLXL inh	TPT1 inhibitor	PME-1 inh	PAD4 inh	Fam108B counter	MEX-5 binding	GLD-1 RNA inh	MCL1-BIM inh	GSTO1 counter
Cc1cc(Br)ccc1NC(=O)CCS(=O)(=O)c1cccc2nonc12	1.9	-3.4	3.1	-0.7	0.0	0.4	8.3	-3.3	-0.9
COc1cc(OC)c(C2=NOC(C(=O)N3CCc4ccccc4C3)C2)cc1Cl (stereo not drawn)	9.8	1.6	2.8	1.0	-7.9	0.6	7.9	3.6	2.6
COCCn1c(C)cc(C(=O)CSc2nc(C)cc(C)c2C#N)c1C	7.4	-2.3	3.9	2.9	-3.4	-4.1	4.2	-4.3	0.3
O=C(Nc1cccc([N+](=O)[O-])c1)C1COc2ccccc2O1 (stereo not drawn)	4.5	-2.1	0.0	0.9	-0.5	0.6	0.6	-0.6	4.9
COc1ccc(NC(=O)C=C(C)C)cc1Cl	5.5	1.1	-0.1	-0.2	-2.9	0.1	1.1	5.8	3.0
COc1cccc(C2C3=C(CC(C)(C)CC3=O)Nc3cc(OC)c(OC)cc32)c1 (stereo not drawn)	7.4	-2.6	-2.4	3.1	7.0	3.3	3.9	3.5	8.4
COC(=O)Cn1c(=O)c2c(n(Cc3ccccc3)c1=O)N/C(=C/c1ccc(OC)cc1)C2=O	2.4	22.5	1.3	0.4	3.4	-2.0	2.7	-0.5	12.6
CCC(=O)c1cc2c(C)cc(=O)oc2c(C)c1OC(=O)C(C)C	8.7	0.3	-3.6	-3.1	1.6	1.4	3.0	-0.6	-0.5

Later entries
smiles	BCLXL inh	TPT1 inhibitor	PME-1 inh	PAD4 inh	Fam108B counter	MEX-5 binding	GLD-1 RNA inh	MCL1-BIM inh	GSTO1 counter
CCCOc1ccc(C(=O)c2ccccc2C(=O)OC2CCOC2=O)cc1OCCC (stereo not drawn)	-7.7	.	-1.6	-0.3	.	.	-0.1	25.1	.
CCOC(=O)Cc1cc(C)[nH]c1C(=O)OCC	1.1	-1.5	-5.5	-0.9	-0.4	3.4	-0.1	3.9	5.6
CC/C(=C(/CC)c1ccc(O)cc1)c1ccc(O)cc1	4.7	-2.1	-7.4	-2.7	-4.8	-3.7	3.7	3.3	2.9
Cc1cc(=O)oc2c(C)c(OC(C)C(=O)NCCCn3ccnc3)ccc12 (stereo not drawn)	3.3	-2.6	-1.0	-1.3	3.7	2.0	0.9	5.7	-2.6
Cc1cccc(NC(=O)c2cc(S(=O)(=O)N3CCc4ccccc43)cn2C)c1	-2.7	-0.7	-4.2	0.0	-2.8	0.6	6.3	-6.3	1.6
CN(C)/C=C1/Oc2c(ccc3ccccc23)C1=O	1.7	-10.7	-3.9	-14.4	-2.5	0.7	-3.1	-2.3	-9.5
COc1ccc(OC)c(-n2c(C)nc3cc(C(=O)O)ccc32)c1	9.7	-4.4	0.1	-2.4	5.4	0.1	-5.0	0.9	4.2
NC(=O)CSc1nnc(-c2ccc(O)cc2)n1Cc1ccco1	4.0	-0.8	6.1	-1.2	-3.0	0.3	-1.7	-1.9	4.5

The list goes on.
smiles	BCLXL inh	TPT1 inhibitor	PME-1 inh	PAD4 inh	Fam108B counter	MEX-5 binding	GLD-1 RNA inh	MCL1-BIM inh	GSTO1 counter
Cc1cc(C)n2nc(C(=O)Nc3ccc(S(=O)(=O)N(C)C)cc3)nc2n1	-1.7	-2.3	7.2	5.0	-0.8	-3.6	6.3	-0.6	-4.8
Cc1ccc(S(=O)(=O)N2CCOCC2)cc1NC(=O)CSc1ncccn1	0.8	-1.2	-3.7	-3.2	6.1	3.0	5.3	-2.7	7.3
Cc1c(CCC(C)C)c(=O)n2c([nH]c3ccccc32)c1C#N	2.2	3.5	7.4	2.1	3.5	1.2	-1.2	0.6	-12.8
CCOC(=O)c1cnc2c(ccc3ccccc32)c1Cl	2.7	-3.8	3.6	-1.4	-2.5	1.2	0.8	7.4	0.2
COC(=O)c1nc(-c2ccccc2)oc1N(C)C	5.5	-2.1	-7.1	3.1	2.6	-0.2	6.7	-2.7	0.7
CCOC(=O)Cc1csc(NC(=S)NC(=O)c2ccc(Cl)cc2)n1	0.0	-6.1	-10.5	-3.3	-3.3	-2.6	1.0	6.4	-5.7
CS(=O)(=O)c1cccc(C(=O)Nc2ccccc2Cc2ccccc2)c1	-0.6	-1.2	0.2	-4.1	-3.0	-0.5	-3.5	5.4	-2.8
COc1ccc(-c2onc3ccc(Br)cc23)cc1	112.6*	-40.1	3.3	-2.5	4.2	-13.0	97.1*	131.8*	0.9
Cc1ccc(OCC(=O)Nc2ccccc2Sc2ccc(Cl)cc2)c([N+](=O)[O-])n1	0.8	-1.4	-6.0	-0.7	3.3	0.3	2.1	3.5	1.6
O=C(CCn1cnc2ccccc2c1=O)Nc1cccc(Cl)c1Cl	0.6	2.3	3.3	0.3	-2.7	-0.8	9.5	1.4	1.8
CCN(c1ccccc1)S(=O)(=O)c1ccc(F)cc1	3.0	-4.0	5.3	1.9	1.9	0.9	4.8	-0.2	7.6
